High-throughput results deposited in PubChem BioAssay by Sanford-Burnham Center for Chemical Genomics.
APJ ag – activates the human apelin receptor APJ. 330,000 tested, 0.11% active. AID 2520. P35414. activation, % at 20 µM. CHO-K1 APJ PathHunter beta-arrestin, luminescence; 0% DMSO wells, 100% apelin;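 active = activation more than six SD over the plate average, tested at 20 µM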;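 also: 0% = DMSO alone and 100% = apelin-13 at 10 nM; some results filed as inactive read as strong as hits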
Target sequence (P35414 whole entry, looked up): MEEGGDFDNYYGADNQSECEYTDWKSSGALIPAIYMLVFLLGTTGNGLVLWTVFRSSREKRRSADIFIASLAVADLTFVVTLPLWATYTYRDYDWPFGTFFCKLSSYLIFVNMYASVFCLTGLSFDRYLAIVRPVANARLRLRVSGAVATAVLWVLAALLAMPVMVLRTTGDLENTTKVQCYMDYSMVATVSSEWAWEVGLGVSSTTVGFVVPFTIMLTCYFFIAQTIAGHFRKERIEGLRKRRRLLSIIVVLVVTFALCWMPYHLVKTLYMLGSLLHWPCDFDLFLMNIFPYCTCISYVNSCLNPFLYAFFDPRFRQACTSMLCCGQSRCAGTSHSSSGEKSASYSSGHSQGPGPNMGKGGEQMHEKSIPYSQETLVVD
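Test system – PathHunter CHO-K1 APJ (AGTRL-1) beta-arrestin reporter cells · Input – 1000 cells/well · Compound – single test compound dose, 20 µM final, 1% DMSO · Times – compound stimulation 90 min at 25 °C, detection 60 min · Technique – beta-gal luminescence · Read-out basis – APJ–arrestin association signal · Control set – negative DMSO alone, positive Apelin-13 at 10 nM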
Mdm2-MdmX inh – inhibitors of human Mdm2/MdmX interaction; O15151+Q00987; SaOS-2 split-luciferase Mdm2/MdmX complementation, luminescence; inhibition, % at 8 µM; 330,000 tested, 3% active;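 active = inhibition of at least 50% at 8 µM in the primary screen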
Jurkat NFkB inh – inhibitors of the PMA/ionomycin-induced NF-kB reporter in Jurkat cells. PMA/ionomycin-induced NF-kB luciferase reporter, luminescence. inhibition, % at 4 µM. 330,000 tested, 0.53% active. AID 435003; in the data active = inhibition above about 50%
tim23-1 inh – inhibits growth of tim23-1 mutant yeast | 330,000 tested, 1.3% active | S. cerevisiae tim23-1 growth, BacTiter-Glo luminescence, 24 h | inhibition, % at 20 µM;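 active = growth inhibition of the mutant yeast at or above 50%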;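 also: temperature-sensitive mutant grown at 25 °C; plate controls were DMSO-treated mutant yeast for no effect and medium wells lacking yeast for full effect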
APJ antag – APJ receptor antagonism. inhibition, % at 20 µM. AID 2521. CHO-K1 APJ beta-arrestin complementation, luminescence. 330,000 tested, 0.32% active;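 active = inhibition above about 40% at 20 µM, limit read from the data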;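 also: cells challenged with 10 nM apelin-13 agonist together with compound; plate controls were apelin-13 plus DMSO wells for no effect and DMSO wells lacking apelin-13 for full effect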
UPR XBP1 act – activators of adaptive arm of unfolded protein response (XBP1) | activation, % at 20 µM | AID 463104 | 330,000 tested, 0.33% active | CHO-XBP1 luciferase reporter, IRE1-XBP1 UPR activation, luminescence; percent of tunicamycin response, DMSO as zero;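 active = versus positive control, 20 µM dose yields 30% or more activation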;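 also: 100% = tunicamycin at 10 µg/mL and 0% = DMSO only wells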
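Material: CHO cell line with stable XBP1 luciferase reporter; buffer or medium: F12 medium containing 10% fetal bovine serum; compound: single point, 20 µM final compound, 1% DMSO; incubation: 6 h treatment, 37 °C; measured by: glow luminescence from Steady-Glo reagent; evaluation: activation, % of tunicamycin; control set: tunicamycin high, DMSO low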
UPR CHOP act – activators of apoptotic arm of unfolded protein response (CHOP); CHO-CHOP luciferase reporter, UPR activation, luminescence; percent of tunicamycin response over DMSO baseline; activation, % at 10 µM; 330,000 tested, 0.34% active; AID 449763;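 active = at 10 µM dose, activation of 40% or more, normalized to positive control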;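 also: 100% = tunicamycin at 10 µg/mL and 0% = DMSO alone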
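Test system: CHO-CHOP cells, stable luciferase reporter of PERK-eIF2a-CHOP signalling | Quantity: 500 CHO-CHOP cells per well | Buffer or medium: F12 plus 10% serum | Compound dosing: 10 µM single point, 0.5% DMSO | Schedule: 6 h compound treatment, 37 °C | Signal: Luciferase luminescence | Control set: Tunicamycin high control, DMSO low control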
697 NFkB inh – inhibitors of the PMA/ionomycin-induced NF-kB reporter in 697 B cells; 697 B-cell NF-kB luciferase reporter, 16 h; inhibition, % at 4 µM; 330,000 tested, 0.33% active; AID 435022; in the data active = inhibition above about 35%
Starred values were filed as active, the others as inactive.

How did COc1ccc(CC(=O)Nc2ccc(F)c(F)c2F)cc1S(=O)(=O)N1CCOCC1 do in these assays?
APJ ag: -5.9; Mdm2-MdmX inh: 14.0; Jurkat NFkB inh: -6.4; tim23-1 inh: -12.3; APJ antag: 2.3; UPR XBP1 act: -0.8; UPR CHOP act: 1.7; 697 NFkB inh: 10.1

What do the screens show for `COc1ccc(CC(NC(C)=O)C(=O)NC2CCN(C(=O)c3cc(OC)c(OC)c(OC)c3)CC2)cc1` (stereo not drawn)?
APJ ag: -3.2; Mdm2-MdmX inh: 11.1; Jurkat NFkB inh: 2.8; tim23-1 inh: -1.4; APJ antag: -5.8; UPR XBP1 act: -2.5; UPR CHOP act: -0.8; 697 NFkB inh: 10.0

Results for O=C(OCC(=O)N1CCN(C(=O)COC(=O)c2ccncc2)CC1)c1ccncc1 ?
APJ ag: -3.7; Mdm2-MdmX inh: 24.4; Jurkat NFkB inh: 7.5; tim23-1 inh: 1.6; APJ antag: 9.7; UPR XBP1 act: 2.0; UPR CHOP act: -0.4; 697 NFkB inh: 11.5

Results for COc1ccc([N+](=O)[O-])cc1NCc1cccnc1 ?
APJ ag: -2.9; Mdm2-MdmX inh: 23.4; Jurkat NFkB inh: -8.3; tim23-1 inh: 0.4; APJ antag: 14.1; UPR XBP1 act: -1.0; UPR CHOP act: -0.7; 697 NFkB inh: 3.4

What do the screens show for `O=C1OC(c2ccc(Cl)cc2)/C(=C(/O)c2ccccc2)C1=O` (stereo not drawn)?
APJ ag: -2.5; Mdm2-MdmX inh: -20.2; Jurkat NFkB inh: -10.9; tim23-1 inh: -5.1; APJ antag: 0.7; UPR XBP1 act: -2.2; UPR CHOP act: 1.1; 697 NFkB inh: 2.8

How did CCN(CC)S(=O)(=O)c1ccc(N2CC(C(=O)NCc3cccnc3)CC2=O)cc1 (stereo not drawn) do in these assays?
APJ ag: -3.6; Mdm2-MdmX inh: 2.0; Jurkat NFkB inh: 14.4; tim23-1 inh: -2.1; APJ antag: 13.8; UPR XBP1 act: 1.9; UPR CHOP act: 2.0; 697 NFkB inh: 11.2

What do the screens show for `CC(OC(=O)c1nccnc1N)C(=O)Nc1ccc(S(=O)(=O)N2CCCC2)cc1` (stereo not drawn)?
APJ ag: -2.9; Mdm2-MdmX inh: 12.0; Jurkat NFkB inh: -5.0; tim23-1 inh: 0.2; APJ antag: -13.3; UPR XBP1 act: -2.1; UPR CHOP act: -0.4; 697 NFkB inh: 2.9

Results for COc1ccccc1N1CCN(CC(O)c2c(C)[nH]c3ccccc23)CC1 (stereo not drawn) ?
APJ ag: -3.0; Mdm2-MdmX inh: 14.6; Jurkat NFkB inh: -3.6; tim23-1 inh: 19.4; APJ antag: 10.4; UPR XBP1 act: -2.8; UPR CHOP act: 0.7; 697 NFkB inh: 16.1

What do the screens show for `Cc1cccc(C)c1OCc1cc(C(=O)NC2CCC(O)CC2)no1` (stereo not drawn)?
APJ ag: 6.7; Mdm2-MdmX inh: 8.4; Jurkat NFkB inh: -8.0; tim23-1 inh: 12.4; APJ antag: -9.8; UPR XBP1 act: -1.5; UPR CHOP act: 3.3; 697 NFkB inh: -55.9

What do the screens show for `N=C1C(c2nc3ccccc3[nH]2)=C(O)CN1NC(=O)c1c[nH]c2ccccc12`?
APJ ag: -2.1; Mdm2-MdmX inh: 10.3; Jurkat NFkB inh: 5.8; tim23-1 inh: 4.2; APJ antag: -13.7; UPR XBP1 act: -2.2; UPR CHOP act: 0.1; 697 NFkB inh: 14.4

How did O=C(C1=C[C@H](c2csc3ccccc23)C[C@H](OCc2ccc(CO)cc2)O1)N1CCOCC1 do in these assays?
APJ ag: 1.0; Mdm2-MdmX inh: 5.4; Jurkat NFkB inh: 5.5; tim23-1 inh: 7.8; APJ antag: -61.8; UPR XBP1 act: -1.4; UPR CHOP act: -0.3; 697 NFkB inh: 3.0

What do the screens show for `O=c1oc(-c2cccs2)nc2sc3c(c12)CCCCC3`?
APJ ag: -4.2; Mdm2-MdmX inh: -12.2; Jurkat NFkB inh: -7.6; tim23-1 inh: 0.7; APJ antag: 6.5; UPR XBP1 act: 2.8; UPR CHOP act: 6.4; 697 NFkB inh: -133.3

Structures above containing a halogen, in the order listed:
How did COc1ccc(CC(=O)Nc2ccc(F)c(F)c2F)cc1S(=O)(=O)N1CCOCC1 do in these assays?
APJ ag: -5.9; Mdm2-MdmX inh: 14.0; Jurkat NFkB inh: -6.4; tim23-1 inh: -12.3; APJ antag: 2.3; UPR XBP1 act: -0.8; UPR CHOP act: 1.7; 697 NFkB inh: 10.1

What do the screens show for `O=C1OC(c2ccc(Cl)cc2)/C(=C(/O)c2ccccc2)C1=O` (stereo not drawn)?
APJ ag: -2.5; Mdm2-MdmX inh: -20.2; Jurkat NFkB inh: -10.9; tim23-1 inh: -5.1; APJ antag: 0.7; UPR XBP1 act: -2.2; UPR CHOP act: 1.1; 697 NFkB inh: 2.8

(continued)
How did Cc1ccc(NC(=O)NC(=O)CN2C(=O)NC3(CCc4ccccc43)C2=O)c(C)c1 (stereo not drawn) do in these assays?
APJ ag: 8.1; Mdm2-MdmX inh: 2.1; Jurkat NFkB inh: -21.9; tim23-1 inh: 26.2; APJ antag: -9.2; UPR XBP1 act: 0.3; UPR CHOP act: -0.3; 697 NFkB inh: -42.7

How did COC(=O)[C@H](CC(C)C)NC(=O)NCCC1=CCCCC1 do in these assays?
APJ ag: 0.6; Mdm2-MdmX inh: 9.6; Jurkat NFkB inh: -9.5; tim23-1 inh: 12.5; APJ antag: -21.4; UPR XBP1 act: 1.6; UPR CHOP act: -0.7; 697 NFkB inh: 7.0

Results for O=c1c(C(c2c(O)nc3n(c2=O)CCS3)c2cccc3ccccc23)c(O)nc2n1CCS2 ?
APJ ag: -4.4; Mdm2-MdmX inh: -3.3; Jurkat NFkB inh: -6.9; tim23-1 inh: 1.9; APJ antag: 3.0; UPR XBP1 act: 0.8; UPR CHOP act: -1.1; 697 NFkB inh: -0.8

What do the screens show for `COc1ccc2[nH]c(=O)c(CN(Cc3cccnc3)C(=S)NCC3CCCO3)cc2c1` (stereo not drawn)?
APJ ag: -1.8; Mdm2-MdmX inh: -0.5; Jurkat NFkB inh: -7.3; tim23-1 inh: 7.8; APJ antag: 0.2; UPR XBP1 act: -5.1; UPR CHOP act: -0.8; 697 NFkB inh: 21.6

How did Cc1nnc(C)n1/N=C/c1ccc(C(=O)O)cc1 do in these assays?
APJ ag: -1.7; Mdm2-MdmX inh: 22.1; Jurkat NFkB inh: 3.9; tim23-1 inh: -38.3; APJ antag: 11.6; UPR XBP1 act: -1.9; UPR CHOP act: -1.9; 697 NFkB inh: 1.3

What do the screens show for `CCC(C)N(C(=O)COc1ccc(Br)cc1C=O)C1CCS(=O)(=O)C1` (stereo not drawn)?
APJ ag: 2.9; Mdm2-MdmX inh: 18.6; Jurkat NFkB inh: 7.5; tim23-1 inh: 16.4; APJ antag: 1.3; UPR XBP1 act: 0.2; UPR CHOP act: 0.7; 697 NFkB inh: 19.1

How did Cc1nnc(NC(=O)CSc2nccn2C)s1 do in these assays?
APJ ag: -3.6; Mdm2-MdmX inh: 5.8; Jurkat NFkB inh: 6.4; tim23-1 inh: 1.7; APJ antag: 7.6; UPR XBP1 act: 3.3; UPR CHOP act: 0.2; 697 NFkB inh: 9.1

What do the screens show for `Cc1cc(Nc2cccc(F)c2)nc(NCc2ccccc2)n1`?
APJ ag: -2.2; Mdm2-MdmX inh: 66.3*; Jurkat NFkB inh: 24.2; tim23-1 inh: -6.4; APJ antag: -10.4; UPR XBP1 act: -4.0; UPR CHOP act: 3.2; 697 NFkB inh: -9.0

How did O=C(CSc1nnnn1-c1ccccc1)Nc1nsc(-c2ccc(Cl)cc2)n1 do in these assays?
APJ ag: 1.0; Mdm2-MdmX inh: 11.0; Jurkat NFkB inh: -3.2; tim23-1 inh: -3.1; APJ antag: 3.6; UPR XBP1 act: -2.7; UPR CHOP act: -5.4; 697 NFkB inh: 10.9

How did CCCC(=O)Nc1c(-c2cccs2)c(=O)c2ccccc2n1CC do in these assays?
APJ ag: -2.8; Mdm2-MdmX inh: 10.5; Jurkat NFkB inh: 13.6; tim23-1 inh: -4.6; APJ antag: 5.4; UPR XBP1 act: -0.2; UPR CHOP act: 0.3; 697 NFkB inh: 15.4

What do the screens show for `CCC1(c2ccccc2)NC(=O)N(CC(=O)Nc2ccccc2N2CCCCC2)C1=O` (stereo not drawn)?
APJ ag: -3.0; Mdm2-MdmX inh: 8.5; Jurkat NFkB inh: 4.7; tim23-1 inh: 26.2; APJ antag: -29.3; UPR XBP1 act: -5.1; UPR CHOP act: 2.0; 697 NFkB inh: 21.9

How did Cn1cnnc1SCC(=O)Nc1sc2c(c1C(N)=O)CCC2 do in these assays?
APJ ag: -7.9; Mdm2-MdmX inh: 0.6; Jurkat NFkB inh: 3.3; tim23-1 inh: 19.0; APJ antag: 21.2; UPR XBP1 act: -3.2; UPR CHOP act: -2.2; 697 NFkB inh: 7.5

Results for O=C1c2ccccc2-c2ncnc3c(N4CCOCC4)cc(N4CCOCC4)c1c23 ?
APJ ag: -4.3; Mdm2-MdmX inh: 35.0; Jurkat NFkB inh: -3.8; tim23-1 inh: 20.9; APJ antag: -14.4; UPR XBP1 act: 5.1; UPR CHOP act: -2.7; 697 NFkB inh: -25.2

Results for O=C(Nc1ccc(OC(F)(F)F)cc1)c1ccc2nc[nH]c2c1 ?
APJ ag: 5.2; Mdm2-MdmX inh: -18.2; Jurkat NFkB inh: -18.0; tim23-1 inh: 3.5; APJ antag: -8.0; UPR XBP1 act: -2.0; UPR CHOP act: 4.1; 697 NFkB inh: -24.4

What do the screens show for `CC(C)c1ccc(/C=C/C(=O)NCCCN2CCOCC2)cc1`?
APJ ag: -3.1; Mdm2-MdmX inh: -18.5; Jurkat NFkB inh: -4.6; tim23-1 inh: 6.1; APJ antag: 8.5; UPR XBP1 act: 0.1; UPR CHOP act: -0.4; 697 NFkB inh: -2.5

What do the screens show for `O=C(c1ccc(Cl)c(S(=O)(=O)N2CCCCCC2)c1)N1CCCC(C(F)(F)F)C1` (stereo not drawn)?
APJ ag: -6.9; Mdm2-MdmX inh: 20.0; Jurkat NFkB inh: 2.3; tim23-1 inh: 26.0; APJ antag: 10.7; UPR XBP1 act: -1.0; UPR CHOP act: -0.3; 697 NFkB inh: -53.3

Results for CCc1ccc(-c2cc3c(=O)n(CC(=O)N4CCCC4)nc(C)n3n2)cc1 ?
APJ ag: -1.9; Mdm2-MdmX inh: 22.7; Jurkat NFkB inh: 12.3; tim23-1 inh: 9.7; APJ antag: 7.5; UPR XBP1 act: -0.4; UPR CHOP act: 2.3; 697 NFkB inh: 3.0

What do the screens show for `CSc1ccc(CNCCCSc2ncccn2)cc1`?
APJ ag: -2.1; Mdm2-MdmX inh: 2.5; Jurkat NFkB inh: 7.1; tim23-1 inh: -5.7; APJ antag: -4.0; UPR XBP1 act: -1.8; UPR CHOP act: 0.5; 697 NFkB inh: 5.9

How did O=C(CN1C(=O)c2ccccc2S1(=O)=O)Nc1ccc([N+](=O)[O-])cc1 do in these assays?
APJ ag: -1.6; Mdm2-MdmX inh: 33.8; Jurkat NFkB inh: 7.8; tim23-1 inh: -1.3; APJ antag: 3.3; UPR XBP1 act: -1.9; UPR CHOP act: -2.2; 697 NFkB inh: 13.8
